Assay outcomes: PubChem BioAssay, several laboratories
CD11b adhes enh: increases human CD11b/CD18 adhesion to fibrinogen; P05107+P11215; K562 CD11b/CD18 adhesion to fibrinogen, ATPlite luminescence; activation, % at 10 µM; 93,000 tested, 0.07% active;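 active = 10 µM primary screen giving 50% or more activity, confirmed by 40% or more on retest at that dose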; note: strong numbers were not always called active; reference of the scale not given here
ERa coact inh: blocks coactivator binding to human estrogen receptor alpha | inhibition, % at 25.6 µM | TR-FRET ER-alpha LBD / SRC-1 peptide, estradiol-bound | P03372 | 86,000 tested, 1.7% active; in the data active = inhibition above about 50%;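 note: 0% = receptor plus peptide control and 100% = peptide only without receptor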
Rev-RRE block: HIV Rev-RRE protein-RNA interaction inhibition. Rev peptide-RRE RNA binding, FRET. 97,000 tested, 0.79% active. AID 704. P05866. inhibition, % at 8 µM;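 active = inhibition above the screen-wide mean plus 3 SD, cut at about 35% in these data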;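 note: 0% = median DMSO wells and 100% = median Neomycin B control wells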
Target sequence (P05866 whole entry, looked up): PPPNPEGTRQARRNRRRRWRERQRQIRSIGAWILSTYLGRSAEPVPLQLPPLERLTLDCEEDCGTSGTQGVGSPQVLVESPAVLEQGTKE
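Probe or stimulus: fluorescein-Rev peptide as binding partner; assay system: Cy5-tagged RRE RNA duplex with fluorescein-tagged Rev peptide; timing: 5 min compound–RNA preincubation, then 15 min with peptide, 25 °C; medium: HEPES pH 7.5 buffer with KCl, MgCl2, NaCl and EDTA; signal: fluorescein-to-Cy5 FRET, 480 nm excitation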
FAK inh: FAK (human) kinase inhibition; 97,000 tested, 0.84% active; biochemical FAK kinase activity assay; AID 727; inhibition, %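 (tested at 7 µM)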; in the data active = inhibition above about 19%;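 note: 0% = DMSO and 100% = reference compound high control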
ERb SRC1 inh: blocks coactivator binding to human estrogen receptor beta | TR-FRET ER-beta LBD / SRC1-Cy5 peptide binding; receptor agonist-loaded with 1 µM estradiol | inhibition, % at 25.6 µM | 86,000 tested, 1.3% active | AID 633;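 active = compounds whose percent inhibition of the receptor-coactivator binding signal exceeds about 50% in the single-dose screen, limit read from the data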;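 note: 0% = receptor plus peptide wells without compound and 100% = peptide-only wells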
ERa coact pot: ER-alpha (human) coactivator binding potentiation. AID 639. 86,000 tested, 1.3% active. TR-FRET ERalpha-LBD/SRC-Cy5 coactivator binding, 2 h; 100 = basal binding, no effect. coactivator binding (% of control), % at 25.6 µM. P03372; in the data active = activity above about 200%;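 note: binding measured in presence of low estradiol as agonist stimulus; 0% = peptide alone without receptor and 100% = receptor with peptide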
PLK1 kinase inh: blocks human PLK1 kinase activity; recombinant PLK1 kinase, TR-FRET peptide phosphorylation; inhibition, % at 10 µM; P53350; 97,000 tested, 0.53% active;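 active = inhibition of 50% or more in the single-concentration screen; inactive = inhibition below 50%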;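 note: 0% = DMSO max control and 100% = H-89 dihydrochloride min control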
Target sequence (P53350 whole entry, looked up): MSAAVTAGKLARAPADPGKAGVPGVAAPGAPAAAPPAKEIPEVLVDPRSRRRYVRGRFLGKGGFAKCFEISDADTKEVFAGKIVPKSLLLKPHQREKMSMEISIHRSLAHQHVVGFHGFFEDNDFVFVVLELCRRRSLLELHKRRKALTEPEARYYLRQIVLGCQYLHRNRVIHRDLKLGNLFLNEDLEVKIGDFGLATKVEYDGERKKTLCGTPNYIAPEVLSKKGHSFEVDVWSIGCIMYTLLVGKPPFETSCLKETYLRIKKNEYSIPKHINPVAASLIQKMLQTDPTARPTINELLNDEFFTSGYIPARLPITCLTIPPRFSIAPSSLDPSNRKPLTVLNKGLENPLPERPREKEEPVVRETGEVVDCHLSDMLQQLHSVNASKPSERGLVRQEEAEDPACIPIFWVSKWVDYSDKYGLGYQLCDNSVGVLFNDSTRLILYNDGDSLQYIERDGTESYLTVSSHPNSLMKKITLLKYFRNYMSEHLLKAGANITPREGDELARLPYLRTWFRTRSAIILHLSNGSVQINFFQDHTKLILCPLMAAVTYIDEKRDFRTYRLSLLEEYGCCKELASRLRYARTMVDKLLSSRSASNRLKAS
Plk1 PBD FP: Plk1 (human) PBD binding inhibition | 97,000 tested, 0.13% active | Plk1 PBD phosphopeptide binding, fluorescence polarization | P53350 | AID 693 | inhibition, %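 (tested at about 20 µM)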; in the data active = inhibition above about 34%, passing the limit was not always enough
Mac1 fbg inh: inhibitors of human CD11b/CD18 binding to fibrinogen; P05107+P11215; K562 CD11b/CD18 adhesion to fibrinogen, ATPlite luminescence; Mn2+ added to activate the integrin; inhibition, % at 10 µM; 93,000 tested, 0.54% active; AID 1497;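 active = primary inhibition of 50% or more at 10 µM, then 40% or more on retest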; note: some results filed as inactive read as strong as hits
* marks the source's active call; other numbers are inactive results; x = not tested or not shown; [ ] = dose if it differs, or a comment.

SMILES	CD11b adhes enh	ERa coact inh	Rev-RRE block	FAK inh	ERb SRC1 inh	ERa coact pot	PLK1 kinase inh	Plk1 PBD FP	Mac1 fbg inh
COc1ccc(C(=O)N(Cc2ccco2)C(C(=O)NC2CCCC2)c2ccc(O)cc2)cc1OC (stereo not drawn)	14	-6	-2	1	0	105	-14	-5	-20
Cc1sc(NC(=O)c2ccccc2)c(C(=O)NC(C)C)c1C	-3	3	8	-1	18	118	-10	-3	-2
O=C(CCSc1nc(-c2ccco2)cc(C(F)(F)F)n1)N1CCCc2ccccc21	-2	-5	1	2	0	85	-11	-12	10
CCC(C)(C)n1nnnc1CN(Cc1cccs1)Cc1cc2cc(OC)ccc2[nH]c1=O	2	-1[fluorescence artefact?]	x	x	-4	99	x	x	-8
CCn1c(SCC(=O)Nc2ccc(NC(=O)c3ccco3)c(OC)c2)nc2ccccc2c1=O	-4	65*	-1	7	43[fluorescence artefact?]	154	20	-8	25
COc1ccc(C(=S)N2CCCC2)cc1	x	-14	10	-4	2[fluorescence artefact?]	109	-2	0	x
COc1cc(C(=O)NCC(C)C)cc(OC)c1OC	0	x	-2	-2	x	x	-8	-9	-5
c1ccc(COc2ccc(Nc3ncnc4nc[nH]c34)cc2)cc1	1	0	4	7	-4	82	72*	-19	-3
Cc1c(NC(=O)c2ccccc2N)cccc1C(=O)O	-4	4	0	-3	7	88	-12	-4	1
COc1ccccc1C1C(C(C)=O)=C(O)C(=O)N1CCc1ccccc1 (stereo not drawn)	-1	-8[fluorescence artefact?]	3	-3	3[fluorescence artefact?]	98	-15	-10	14
CC1CCCCC1NC(=O)COC(=O)COc1ccc(Cl)cc1 (stereo not drawn)	-1	x	11	0	x	x	-7	-13	-36
O=C(c1ccc(S(=O)(=O)N2CCCCCC2)cc1)N1CCN(c2ccccn2)CC1	0	-14	12	0	-14[fluorescence artefact?]	96	-13	9	20
COc1ccc(NC(=O)OC(C)C)cc1	x	-2	6	1	-8	109	-12	-13	x
Cc1c(Cl)c([N+](=O)[O-])nn1CC(=O)NC(C)C1CC2CCC1C2 (stereo not drawn)	-2	x	3	0	x	x	-2	21	0
CS(=O)(=O)NCCSCc1ccco1	-3	34	2	2	34	74	-2	5	-2
COc1ccccc1N1CCN(C(=O)C2CCN(S(=O)(=O)c3ccc(F)cc3)CC2)CC1	-4	-5	x	x	-5	101	x	x	11
CCCCC(=O)NCc1ccc2c(c1)cc(C)n2C	x	-31[fluorescence artefact?]	12	0	-22[fluorescence artefact?]	82[fluorescence artefact?]	-8	8	x
Cc1cc2ncn(S(=O)(=O)N3CCOCC3)c2cc1C	0	-30	3	8	-16	108	-5	3	8
CC(C)C(=O)N=c1sc2cc(F)cc(F)c2n1C	2	5	7	-6	-5	119[fluorescence artefact?]	47	-11	2
FC(F)(F)c1cc(-c2ccco2)nc(N2CCOCC2)n1	4	-1	9	0	4	91	-10	-14	10
O=C(OC(C(=O)NCc1cccs1)c1ccccn1)c1cccs1 (stereo not drawn)	2	5	3	1	-3	135	3	17	-18
O=C(CSc1nnc(-c2ccco2)n1Cc1ccco1)NCc1ccccc1	-3	0	-4	-1	-27	104	-2	-8	-7
Cn1cccc1C(=O)NC(=O)COC(=O)C12CC3CC(CC(O)(C3)C1)C2	-4	-2	2	1	12	131	-10	2	-11
COc1ccc(OC)c(NC(=O)Nc2ccc(Cl)cc2)c1	2	2	3	0	0	92	-13	7	-1
CC1(CC(=O)N/N=C/c2cc(Br)c(O)cc2O)OCCO1	1	x	10	-4	x	x	-10	-17	-14
COc1ccccc1C(=O)N1CCN(C2CCN(Cc3ccccc3)CC2)CC1	-3	-7	-1	-2	3	119	2	-18	-9
CCS(CC)=NS(=O)(=O)c1ccc(NC(C)=O)cc1	x	x	4	0	x	x	-11	22	x
O=C1c2oc3ccc(F)cc3c(=O)c2C(c2ccc(F)cc2)N1CCCN1CCOCC1 (stereo not drawn)	x	-3	-3	-2	1	84	-18	-2	x
CCCCN1C(=O)C2C(C(=O)Nc3cccc(OC)c3)C3C=CC2(O3)C1C(=O)NC1CCCCC1C (stereo not drawn)	x	-12	-1	-2	-8	125	-4	3	x
O=C(O)c1ccc(C(=O)O)c(C(=O)c2ccccc2)c1	-1	-4	13	-1	-3	91	2	-9	-9

One compound at a time, as listed above. Order of screens: CD11b adhes enh	ERa coact inh	Rev-RRE block	FAK inh	ERb SRC1 inh	ERa coact pot	PLK1 kinase inh	Plk1 PBD FP	Mac1 fbg inh
CCCCN1C(=O)C2C(C(=O)Nc3cccc(OC)c3)C3C=CC2(O3)C1C(=O)NC1CCCCC1C (stereo not drawn) across the screens: x	-12	-1	-2	-8	125	-4	3	x
CCS(CC)=NS(=O)(=O)c1ccc(NC(C)=O)cc1 across the screens: x	x	4	0	x	x	-11	22	x
O=C(CSc1nnc(-c2ccco2)n1Cc1ccco1)NCc1ccccc1 across the screens: -3	0	-4	-1	-27	104	-2	-8	-7
O=C1c2oc3ccc(F)cc3c(=O)c2C(c2ccc(F)cc2)N1CCCN1CCOCC1 (stereo not drawn) across the screens: x	-3	-3	-2	1	84	-18	-2	x
COc1ccccc1C(=O)N1CCN(C2CCN(Cc3ccccc3)CC2)CC1 across the screens: -3	-7	-1	-2	3	119	2	-18	-9

Next section:
SMILES	CD11b adhes enh	ERa coact inh	Rev-RRE block	FAK inh	ERb SRC1 inh	ERa coact pot	PLK1 kinase inh	Plk1 PBD FP	Mac1 fbg inh
COc1ccc(Nc2nc(N)nc(CSc3nnc(N)s3)n2)cc1	0	14	-2	0	10[fluorescence artefact?]	99	-10	-3	-2
NC(=O)c1cc2n(n1)C(C(F)(F)F)CC(c1ccco1)N2 (stereo not drawn)	0	-5	11	-1	7	83	-7	-1	-22
O=C(CCc1ccccc1)NC(NC(=S)Nc1ccc(Br)cc1)C(Cl)(Cl)Cl (stereo not drawn)	44	6	8	-1	0	125	-2	-7	-3
Fc1ccc(-c2nnc(Cc3nnc(-c4ccc(F)cc4)o3)o2)cc1	0	-2	x	x	-16	106	x	x	-24
CCOC(=O)c1c(C)[nH]c(C)c1C(=O)CSc1nnc(-c2ccc(OC(F)F)cc2)o1	1	46	10	9	24[fluorescence artefact?]	276*	-34	-13	-52
COc1ccc(-c2nnc(SCC(=O)Oc3ccc(C)cc3)o2)cc1	x	13	11	-2	-2	104	-9	-2	x
CC(=O)Nc1nc2n(n1)C(c1ccccc1)C=C(c1ccccc1)N2 (stereo not drawn)	-6	-1	19	4	12[fluorescence artefact?]	100[fluorescence artefact?]	-7	-8	-15
CSc1ccccc1-n1nnnc1SCC(=O)NCc1cccs1	x	-7	10	3	-3	102	-3	2	x
COc1ccc(CCNc2nc(-c3sc(C)nc3C)cs2)cc1OC	-7	1	3	-1	2[fluorescence artefact?]	107	-14	0	60*
COc1cc(NC(=O)CCCC(=O)OCC(F)(F)C(F)F)nc(OC)n1	-6	5	1	-3	6[fluorescence artefact?]	123	1	-19	-5
Cc1ccccc1-c1nnn(CC(=O)N2CCN(S(=O)(=O)c3ccc(Cl)cc3)CC2)n1	3	x	3	0	x	x	-7	11	-3
Clc1ccc(-n2nnnc2-c2cnc(-c3ccccn3)nc2-c2cccs2)cc1	x	-11	4	2	-3	95	-8	-18	x
O=C(Cn1nnc(-c2ccncc2)n1)N1CCc2ccccc21	-2	-15	-4	-1	-22	144	0	3	-18
CCOC(=O)c1cc(NC(=O)c2cccnc2)cc(C(=O)OCC)c1	8	-8	6	2	-13	113	-9	3	-53
O=C(OCCN1C(=O)c2ccccc2C1=O)c1cccs1	-3	-5	0	0	1	85	-4	14	-6
CCOC(=O)c1cn(CC(=O)Nc2cccc(Cl)c2C)nn1	x	x	4	2	x	x	-8	16	x
COC(=O)c1ccc(Sc2nnnn2-c2ccccc2)c([N+](=O)[O-])c1	0	x	10	10	x	x	-5	14	-16
CCOC(=O)C1(c2ccccc2)NC(c2ccc(N(C)C)cc2)C2C(=O)N(C)C(=O)C21 (stereo not drawn)	x	x	6	-9	x	x	-6	8	x
O=S(=O)(Cc1cccc(F)c1)c1c[nH]c2ccccc12	-2	-6	2	-1	-1	107	-5	-7	0
CC(C)(C)OC(=O)N1CCC(c2c(C(=O)O)cnn2-c2ccccc2Cl)CC1	-2	-3	-1	-4	-3	102	-9	2	-5
Cc1cc2ncn(-c3ncnc4sc5c(c34)CCCC5)c2cc1C	-1	-4	6	2	3	103	-12	0	10
CN1CSC2=C(C#N)C(c3cccc(OCc4ccccc4)c3)CC(=O)N2C1 (stereo not drawn)	2	-9	4	-3	-13	85	-20	-6	6
CC(=O)Nc1ccc(S(=O)(=O)NCCc2ccccc2)cc1	-4	6	-1	-3	-6	99	-11	3	11
COc1ccc(N2C(=O)CC(NC3CCCCNC3=O)C2=O)cc1 (stereo not drawn)	x	-7	8	-1	-10	101	-7	1	x
COc1ccc(CN2CCN(C(=O)c3cccnc3)CC2)cc1Br	-1	-7	-1	2	1[fluorescence artefact?]	122	5	3	24
Cn1nnnc1SCC(=O)NC(=O)NCc1ccccc1	0	-6[fluorescence artefact?]	10	-2	1[fluorescence artefact?]	107	-3	0	2
Fc1ccc(-c2nnc(CN3CCC(c4nc5ccccc5s4)CC3)o2)cc1	-2	-2	x	x	-6	88	x	x	-19
Cc1ccnc(N2CCN(C(=O)CSc3nc4ccccc4nc3N3CCCCC3)CC2)c1	23	2	x	x	-5	152	x	x	-7
Cn1c(SCC(=O)NCC2CCCO2)nnc1-c1c[nH]c2ccccc12 (stereo not drawn)	-1	5	7	2	-4	109	-9	-3	-2
Cc1ccc(OCCn2c(NC(=O)c3ccco3)nc3ccccc32)cc1	0	12[fluorescence artefact?]	10	3	7	119	-6	-8	3

Some entries already given with just PLK1 kinase inh, Plk1 PBD FP and FAK inh:
structure | PLK1 kinase inh | Plk1 PBD FP | FAK inh
O=S(=O)(Cc1cccc(F)c1)c1c[nH]c2ccccc12 | -5 | -7 | -1
CCOC(=O)C1(c2ccccc2)NC(c2ccc(N(C)C)cc2)C2C(=O)N(C)C(=O)C21 (stereo not drawn) | -6 | 8 | -9
